AmpC no deterg = qHTS Inhibitors of AmpC Beta-Lactamase (assay without detergent) | AID 485341, 2010 | AmpC nitrocefin hydrolysis, absorbance 480 nm, 0.0001% Triton | actives 0.52% (n = 330,000) | P00811 | Potency, µM (titrated, usually from 57.1 µM), inactives show at the top dose activity change, negative = inhibition, most hits filed as inhibitors;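 note: potency is the fitted concentration of half-maximal effect; plate controls were no compound for no effect and no enzyme for full effect; nearly all actives have a fitted effect of over 20% in size; some results filed as inactive show a strong effect at the top dose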
Target sequence (P00811 whole entry, looked up): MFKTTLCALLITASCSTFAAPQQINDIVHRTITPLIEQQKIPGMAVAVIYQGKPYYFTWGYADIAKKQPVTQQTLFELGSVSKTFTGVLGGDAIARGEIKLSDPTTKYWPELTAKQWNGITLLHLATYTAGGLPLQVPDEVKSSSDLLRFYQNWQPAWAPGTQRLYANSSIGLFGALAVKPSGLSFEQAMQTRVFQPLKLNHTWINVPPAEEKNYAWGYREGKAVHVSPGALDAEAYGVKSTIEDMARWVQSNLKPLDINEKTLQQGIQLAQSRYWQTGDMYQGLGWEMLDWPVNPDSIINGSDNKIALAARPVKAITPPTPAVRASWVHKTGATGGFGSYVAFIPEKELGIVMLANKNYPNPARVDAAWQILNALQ
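20 mM phosphate pH 7.0 + 0.01% (detergent screen) or 0.0001% Triton X-100; 5.3 nM AmpC reagent; cpd preinc 15 min RT; nitrocefin (800 uM stock) to start; A480 q20 s × 4 min; Activity was normalised to no-enzyme and no-compound control wells.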
AmpC detergent = qHTS Inhibitors of AmpC Beta-Lactamase (assay with detergent) | actives 0.041% (n = 370,000) | AmpC hydrolysis of nitrocefin, absorbance 480 nm, 0.01% Triton | P00811 | AID 485294, 2010 | Potency, µM (highest dose often 114 µM), without a hit: at the top dose activity change, negative = inhibition, actives largely listed as inhibitors;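 note: potency is the fitted concentration of half-maximal effect; 0% = no-compound wells and -100% = no-enzyme wells; nearly all actives have a fitted effect of over 25% in size; some results filed as inactive show a strong effect at the top dose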
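20 mM phosphate pH 7.0 + 0.01% (detergent screen) or 0.0001% Triton X-100; 5.3 nM AmpC reagent; cpd preinc 15 min RT; nitrocefin (800 uM stock) to start; A480 q20 s × 4 min; Activity was normalised to no-enzyme and no-compound control wells.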
AMA1-RON2 inh = qHTS for Inhibitors of AMA1-RON; Towards Development of Antimalarial Drug Lead: Primary Screen | AlphaScreen AMA1-biotinylated RON2 peptide binding | Potency, µM (series often up to 58.2 µM), inactives show at the top dose activity change, negative = inhibition, actives largely listed as inhibitors | Plasmodium falciparum AMA1 (3D7) - RON2 peptide interaction | actives 0.2% (n = 360,000);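 note: potency is the fitted concentration of half-maximal effect; 0% = vehicle wells and -100% = peptide control; nearly all actives have a fitted effect of over 45% in size; some results filed as inactive show a strong effect at the top dose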
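AMA1 (3D7) with his tag at 25 nM final met compounds first, then biotinylated RON2 peptide at 25 nM; detection used donor plus acceptor beads, 10 µg/mL apiece, read by AlphaScreen after 30 min at room temperature.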
Sm TGR block = qHTS Assay for the Inhibitors of Schistosoma Mansoni Peroxiredoxins; Schistosoma mansoni thioredoxin glutathione reductase (TGR), Q962Y6; purified TGR, DTNB reduction, TNB absorbance 405 nm; Potency, µM (highest dose often 114 µM), inactives show top-dose activity change, negative = inhibition, hits mostly inhibitors; actives 3% (n = 360,000); note: potency is the fitted concentration of half-maximal effect; nearly all actives have a fitted effect of over 60% in size
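First, TGR (20 nM dispensed) and NADPH were mixed with compound. Second, a 15 min room-temperature incubation followed. Third, further NADPH and then DTNB were added to start the reaction. Finally, TNB absorbance was monitored kinetically.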
LmPK inhibitor = qHTS Assay for Inhibitors of Leishmania Mexicana Pyruvate Kinase (LmPK). Potency, µM (top dose mostly 57.5 µM), inactives show at the top dose activity change, negative = inhibition, actives largely listed as inhibitors. purified LmPK, Kinase-Glo ATP luminescence, 1 h. actives 0.37% (n = 290,000). Q27686. AID 1721, 2009; note: potency is the fitted concentration of half-maximal effect
Target sequence (Q27686 whole entry, looked up): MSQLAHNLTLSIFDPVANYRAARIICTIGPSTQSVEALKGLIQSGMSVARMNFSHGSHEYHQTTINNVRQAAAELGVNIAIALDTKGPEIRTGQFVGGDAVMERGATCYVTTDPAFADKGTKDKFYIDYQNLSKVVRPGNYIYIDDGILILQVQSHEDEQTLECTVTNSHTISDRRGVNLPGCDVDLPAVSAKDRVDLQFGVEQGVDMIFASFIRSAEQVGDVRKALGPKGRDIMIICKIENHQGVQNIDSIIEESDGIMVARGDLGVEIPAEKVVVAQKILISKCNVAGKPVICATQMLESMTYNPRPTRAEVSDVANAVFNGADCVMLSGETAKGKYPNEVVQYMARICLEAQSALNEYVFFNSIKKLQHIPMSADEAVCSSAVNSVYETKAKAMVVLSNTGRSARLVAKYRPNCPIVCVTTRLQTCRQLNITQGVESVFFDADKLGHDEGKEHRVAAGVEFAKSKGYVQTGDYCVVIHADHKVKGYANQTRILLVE
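Screened at intermediate enzyme activity to detect both inhibitors and activators: LmPK at 0.1 nM, with a 0.5 nM enzyme column as activation reference. PEP 0.5 mM, ADP 0.1 mM; ATP detected by luminescence after 1 h.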
HCMV inh = qHTS Assay for inhibitors of the human cytomegalovirus (HCMV) | actives 4.5% (n = 410,000) | AID 1259415, 2018 | activity change, negative = inhibition, % at 57.5 µM | HFF cells, HCMV-luciferase reporter, 72 h; active compounds read low; in the data active = activity change below about -60%; inconclusive = no clear call, values can overlap the other calls; inactive = above about -39%
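Screen run at 2 compound doses on HFFs infected with reporter HCMV, MOI 1 PFU/cell. Luciferase activity from cell lysates at 72 h post infection gave inhibition relative to buffer-only and Salinomycin wells.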
TbPYK inhibitor = qHTS of Trypanosoma Brucei Inhibitors; pyruvate kinase (Trypanosoma brucei), Q57TT1; TbPYK enzyme, Kinase-Glo Plus ATP luminescence, 45 min; Potency, µM (doses to about 76.8 µM), without a hit: top-dose activity, negative = inhibition, actives largely listed as inhibitors; actives 0.12% (n = 410,000); note: potency is the fitted concentration of half-maximal effect; nearly all actives have a fitted effect of over 50% in size
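In this concentration-response screen, enzyme-free wells defined baseline while DMSO plates tracked drift. Each reaction combined TbPYK, substrate, compound and 130 uM ADP for 45 min at room temperature. Kinase-Glo Plus luminescence gave the signal.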
Starred values were filed as active, the others as inactive; ? = inconclusive; nt = no result given; [ ] = remark or other dose. Unless noted, calls come from the whole dose curve; as a rule, active = well fitted curve in the direction sought with a large enough effect; inconclusive = small, poorly fitted or top-dose-only effect, or another doubt; inactive = no such curve, though single readings can be large; an effect the other way counts as inactive or inconclusive. Unless noted, % is set by controls: 0 for no effect and ±100 for the full control effect. Compounds were not picked by outcome; any-hit rate near 7.4%.

SMILES	AmpC no deterg	AmpC detergent	AMA1-RON2 inh	Sm TGR block	LmPK inhibitor	HCMV inh	TbPYK inhibitor
CCc1ccc(CN2CCCC(C(=O)c3sccc3C)C2)o1 (stereo unspecified)	-1%	4%	9%	5%	9%	-23	-2%
COc1ccc(/C=N/NC(=S)Nc2cc(C(F)(F)F)ccc2Cl)cc1	-25%	-10%	84%[activator]	9%	3%	30	-8%
O=c1c2ccccc2nc(COc2ccccc2)n1/N=C/c1ccc(O)cc1O	?	0%	44%[activator]	0%	7%	-96*	4%
O=C(O)c1cc(S(=O)(=O)Nc2cccc(Oc3ccccc3)c2)ccc1Br	-28%	-15%	-11%	-10%	-4%	12	-3%
CC(C)Cn1cnc2c1c(=O)n(CC(O)c1ccccc1)c(=O)n2CC(C)C (stereo unspecified)	42%	9%	3%	7%	7%	54	3%
O=C(O)c1nccnc1C(=O)Nc1ccc(Oc2c(Cl)cccc2Cl)nc1	-5%	-5%	-13%	0%	5%	39	-2%
CCC(=O)N1CCc2cc(Br)cc(S(=O)(=O)N3CCCC(C(=O)Nc4ccc(C(C)C)cc4)C3)c21 (stereo unspecified)	nt	-1%	nt	-4%	nt	-3	3%
COc1ccccc1NC(=O)Cn1nnc(-c2ccccc2NC(=O)c2cnccn2)n1	-17%	-10%	10%	1%	5%	13	2%
Cc1ccc(S(=O)(=O)N/N=C\c2ccc(C)o2)cc1	-25%	-9%	-1%	35µM*	1%	13	6%
CC(C)(C)c1ccc(-c2nnc(SCCC#N)n2C2CCCC2)cc1	24%	-6%	-16%	-1%	4%	?	-4%
O=C(c1cccc(S(=O)(=O)N2CCOCC2)c1)N1CCOCC1	-16%	-8%	5%	0%	-1%	41	-5%
C#CCN1C(=O)S/C(=C/C=C/c2ccc(N(C)C)cc2)C1=O	-33%	-1%	?	2%	-11%	26	-10%
O=C(Nc1cccc(Cl)c1)c1cncn1-c1ccc(F)cc1	14%	4%	-15%	-17%	-5%	-13	3%
COC(=O)c1cc2c(C)cc3ccc(C)cn3c-2c1C(=O)OC	72%[activator]	-4%	?	5%	0%	-21	-14%
CCC1CCc2sc(C(=O)N3CCN(c4ccccn4)CC3)cc2C1 (stereo unspecified)	nt	nt	-1%	nt	nt	-10	1%
Cc1ccccc1NC(=O)C1CCCN(S(=O)(=O)c2ccc3c(c2)C(C)(C)C(=O)N3C)C1 (stereo unspecified)	80%[activator]	-11%	-2%	-18%	2%	-6	2%
CCCCn1c(N)c(N(Cc2ccccc2OC)C(=O)c2ccc([N+](=O)[O-])s2)c(=O)[nH]c1=O	-41%	-11%	3%	-33%	nt	-5	5%
O=C(C[n+]1ccsc1)c1ccccc1	-27%	-13%	19%	-16%	-2%	16	-13%
O=C1Nc2ccccc2Oc2ccccc21	nt	nt	-5%	nt	nt	-21	0%
CC(C(=O)NCCS(=O)(=O)c1ccc(Cl)cc1)S(=O)(=O)c1ccc(Cl)cc1 (stereo unspecified)	11%	-7%	0%	-1%	-20%	-20	7%
CCCS(=O)(=O)NC(=O)C1(C)CCN(C(=O)c2cc(C(C)(C)C)nn2C)C1 (stereo unspecified)	nt	nt	0%	nt	nt	14	-1%
CCOc1ccccc1NC(=O)C1CCN(S(C)(=O)=O)CC1	-3%	-6%	3%	-6%	-2%	-37	1%
COc1ccccc1OCCn1c(COc2cc(C)ccc2C)nc2ccccc21	nt	19%	nt	0%	nt	44	4%
Cc1cc(NS(=O)(=O)c2ccc(C3CCCCC3)cc2)no1	-27%	?	-6%	13%	-1%	20	2%
O=[N+]([O-])c1ccc(Cl)c(/C=N/N2CCN(Cc3ccc(Cl)cc3)CC2)c1	-25%	4%	-4%	-10%	3%	-38	nt

Other compounds
SMILES	AmpC no deterg	AmpC detergent	AMA1-RON2 inh	Sm TGR block	LmPK inhibitor	HCMV inh	TbPYK inhibitor
CCOc1ccc(C2CC(=O)NC(NC(=O)c3ccc(C)cc3)=N2)cc1 (stereo unspecified)	nt	-4%	nt	-5%	nt	32	-8%
CC(C)CCOc1ccc(C(=O)NCC(c2cccs2)N2CCOCC2)cc1 (stereo unspecified)	135%[activator]	-8%	9%	-6%	nt	-25	-1%
CC(=O)c1ccc(-c2nc3c4ccccc4ccn3c2C(C)=O)o1	-9%	0%	-1%	-42%	3%	-65*	-1%
COC(=O)c1cc(Br)cn1S(=O)(=O)c1ccccc1	0%	-16%	18%	-6%	9%	18	-5%
Cn1c(Cc2cccs2)nnc1SCC(=O)N1CCc2ccccc21	-10%	1%	14%	-7%	-9%	-1	1%
CCOc1ccc(C(C)NC(=O)CCC(=O)O)cc1 (stereo unspecified)	-11%	-12%	-3%	2%	0%	-31	2%
Cc1nn(Cc2cccc3ccccc23)c(C)c1NC(=O)c1cccnc1	28%	1%	-5%	-35%	-1%	-20	-5%
C[n+]1nc(Nc2cccc(F)c2)sc1-c1ccc(C(=O)O)cc1	-24%	-2%	nt	-14%	-2%	nt	nt
Cc1cc(C)cc(NC(=O)N2CCN3CCCCC3C2)c1 (stereo unspecified)	nt	24%	nt	5%	nt	2	6%
COc1cccc2cc(C(=O)N3CCN(c4ccccc4F)CC3)c(=O)oc12	10%	2%	-3%	0%	11%	-23	-2%
CCCOc1ccc(C(=O)NCC(c2cccs2)N(C)C)cc1 (stereo unspecified)	0%	0%	0%	5%	-2%	4	-8%
C[C@@H]1CN([C@@H](C)CO)C(=O)CCCn2nncc2CO[C@H]1CN(C)S(=O)(=O)c1cccs1	nt	nt	2%	nt	nt	13	-2%
CC(=O)Nc1nc(-c2ccccc2)cc(-c2ccco2)c1C#N	-16%	9%	-2%	?	nt	0	0%
CCn1cc(C(=O)OCC(=O)NCc2ccc3c(c2)OCO3)c(=O)c2ccc(C)nc21	9%	4%	0%	2%	8%	12	0%
O=C(CN1CCN(c2ccc(F)cc2)CC1)Nc1cc(C(F)(F)F)ccc1Cl	-15%	3%	-3%	16%	1%	13	-5%
O=C(O)C1C2C=CC(C3CC23)C1C(=O)N1CCc2ccccc21 (stereo unspecified)	-18%	-4%	-7%	-25%	-5%	120	11%
CCCCCCn1c(SCC(=O)OC)nc2c1c(=O)[nH]c(=O)n2C	3%	?	-2%	-1%	1%	16	-29%
O=C(NC1CCCC1)C(c1ccccc1F)N(C(=O)c1csnn1)c1ccccc1 (stereo unspecified)	-5%	-6%	0%	-8%	5%	-27	-4%
COCCCNC(=S)N(CCCO)Cc1cc2cc3c(cc2[nH]c1=O)OCCO3	-7%	1%	0%	1%	2%	49	-9%
CCN1C(=O)NC(c2cccnc2)C(C(=O)OC)=C1C (stereo unspecified)	-16%	6%	-2%	-24%	-1%	5	1%
O=C(c1ccco1)N1CCN(C(=O)C2c3ccccc3Oc3ccccc32)CC1	-7%	-4%	-4%	?	-5%	-22	9%
Cc1ccc(N=C(/N=C(\N)N[N+](=O)[O-])Nc2ccc(C)cc2)cc1	nt	nt	-2%	nt	nt	-2	-5%
O=C(Nc1ccccc1N1CCOCC1)c1ccco1	-11%	-2%	-1%	-8%	0%	-23	2%
Cc1cc(NC(=O)CSc2nc(-c3ccc(Cl)cc3)cs2)no1	-27%	-5%	-4%	-16%	0%	-8	5%
CCC1CCCCN1C(=S)NC(=O)c1cccc([N+](=O)[O-])c1 (stereo unspecified)	-46%	-2%	69%[activator]	-9%	-6%	-39	?

Carrying on.
SMILES	AmpC no deterg	AmpC detergent	AMA1-RON2 inh	Sm TGR block	LmPK inhibitor	HCMV inh	TbPYK inhibitor
O=[N+]([O-])c1cccc(NC(=S)N2CCOCC2)c1	-18%	-5%	-5%	4%	1%	-30	-1%
COc1cc(C2NC(=O)NC(c3ccccc3)=C2C(C)=O)ccc1OCC(=O)O (stereo unspecified)	-5%	-17%	2%	-3%	5%	9	3%
O=C(c1ccc(F)cc1F)N1CCN(c2ncccn2)CC1	-3%	0%	2%	-19%	-3%	2	-5%
OCCSc1nc2ccccc2n1CCOc1ccccc1	46%	?	-13%	-24%	9%	47	3%
O=c1nc(-c2ccccc2)n(-c2ccc(Cl)cc2)[nH]1	-7%	2%	3%[2.32 µM]	3%	1%	?	-5%
Cn1cnc([N+](=O)[O-])c1SCC(=O)NN	-8%	6%	32%[activator]	-30%	-2%	-16	-19%
CCOc1ccc(-n2c(=S)sc3c(=O)[nH]c(SCC(=O)C(C)(C)C)nc32)cc1	-29%	2%	-1%	-9%	-4%	54	-2%
COc1ccccc1NC(=O)C1CCN(C(=O)c2ccc(C(C)(C)C)cc2)CC1	111%[activator]	-7%	1%	-5%	-1%	28	2%
COc1ccc(CN2CCCC(CO)(Cc3ccc(F)cc3)C2)cc1C (stereo unspecified)	40%	-1%	0%	-8%	-4%	6	-5%
COc1ccc(-c2nc(CN3CCCCC3CCc3ccccn3)c(C)o2)cc1 (stereo unspecified)	39%	-7%	-5%	-10%[57.1 µM]	-4%	14	4%
CC(C)(C)n1nc2c(c1NC(=O)c1cc3ccccc3o1)CSC2	-53%	?	-5%	3%	6%	-32	22%
CCc1cc2c(-c3ccccc3)cc(=O)oc2c2c1OCN(Cc1ccc(F)cc1)C2	nt	-9%	nt	1%	nt	0	-4%
COc1cc(-c2nc3ccc4ccccc4c3c3c2CCC3)ccc1O	5%	1%	-12%	-11%	-2%	-31	-11%
CC1=CC(C)=Nc2ccccc2N1	-10%	1%	-4%	-2%	-1%	68	4%

In a second layout: results already given
| Compound | AmpC no deterg | AmpC detergent | AMA1-RON2 inh | Sm TGR block | LmPK inhibitor | HCMV inh | TbPYK inhibitor |
| --- | --- | --- | --- | --- | --- | --- | --- |
| O=C(c1ccc(F)cc1F)N1CCN(c2ncccn2)CC1 | -3% | 0% | 2% | -19% | -3% | 2 | -5% |
| OCCSc1nc2ccccc2n1CCOc1ccccc1 | 46% | ? | -13% | -24% | 9% | 47 | 3% |
| O=c1nc(-c2ccccc2)n(-c2ccc(Cl)cc2)[nH]1 | -7% | 2% | 3%[2.32 µM] | 3% | 1% | ? | -5% |
| Cn1cnc([N+](=O)[O-])c1SCC(=O)NN | -8% | 6% | 32%[activator] | -30% | -2% | -16 | -19% |
| CCOc1ccc(-n2c(=S)sc3c(=O)[nH]c(SCC(=O)C(C)(C)C)nc32)cc1 | -29% | 2% | -1% | -9% | -4% | 54 | -2% |
